NPC1 promoter act – qHTS Assay for NPC1 Promoter Activators. Potency, µM (top dose mostly 9.22 µM), for the others: top-dose activation, hits mostly activators. Huh7 NPC1 promoter luciferase reporter, 24 h. hit rate 2.4% among 320,000;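 further: potency means the concentration at half of the fitted maximal effect; % of control where 0% means no effect; nearly all actives have a fitted effect of over 60% in size; reporter is driven by a mutant NPC1 promoter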
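Luciferase expression driven by the NPC1 promoter was measured in stably transfected Huh7 cells after a 24 h compound incubation, using a luciferase reagent and a luminescence read.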
Tb PFK inh – qHTS Assay to Find Inhibitors of T. brucei phosphofructokinase | ATP-dependent 6-phosphofructokinase (Trypanosoma brucei brucei), O15648 | T. brucei PFK, ADP-Glo luminescence | Potency, µM (series often up to 57.5 µM), for the others: top-dose activity, negative = inhibition, hits mostly inhibitors | hit rate 0.17% among 330,000 | AID 485367, 2010;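 further: potency means the concentration at half of the fitted maximal effect; 0% = uninhibited 1x PFK enzyme wells and -100% = no-enzyme wells; nearly all actives have a fitted effect of over 60% in size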
Target sequence (O15648 whole entry, looked up): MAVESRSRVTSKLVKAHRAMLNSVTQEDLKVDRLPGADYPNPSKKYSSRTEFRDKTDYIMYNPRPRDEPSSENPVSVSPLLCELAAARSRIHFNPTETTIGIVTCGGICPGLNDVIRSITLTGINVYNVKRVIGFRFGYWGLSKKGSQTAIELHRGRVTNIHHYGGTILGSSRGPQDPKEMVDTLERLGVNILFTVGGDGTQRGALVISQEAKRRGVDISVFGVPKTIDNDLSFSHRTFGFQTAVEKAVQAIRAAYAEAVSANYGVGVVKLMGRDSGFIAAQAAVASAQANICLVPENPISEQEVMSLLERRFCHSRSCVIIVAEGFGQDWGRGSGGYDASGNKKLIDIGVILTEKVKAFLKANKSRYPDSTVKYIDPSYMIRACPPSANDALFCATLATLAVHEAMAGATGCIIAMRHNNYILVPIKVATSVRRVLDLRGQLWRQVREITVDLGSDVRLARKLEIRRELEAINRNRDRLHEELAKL
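Luminescent ADP detection (ADP-Glo, two-step: ATP depletion then ADP-to-ATP conversion for luciferase) reported PFK activity after 45 min room-temperature reaction of 1.25 nM enzyme with 0.5 mM F6P and 0.1 mM ATP at pH 8.0.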
p53 reactivator – qHTS assay for re-activators of p53 using a Luc reporter; H1299 p53-A138V BP100-luciferase reporter, luminescence, 24 h; AID 504706, 2011; Potency, µM (doses to about 92.2 µM), without a hit: top-dose activity change, positive = activation, most hits filed as activators; hit rate 0.063% among 320,000; further: potency means the concentration at half of the fitted maximal effect; % of control where 0% means no effect; nearly all actives have a fitted effect of over 45% in size
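H1299 (p53-null), stable ts p53-A138V + BP100-Luc; 1000 cells/well, Opti-MEM/10% FBS; cpd 4 pt, 1:5; 24 h, 37 deg C, 5% CO2; detection reagent 10 min RT; luminescence.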
RORgamma inh – qHTS for inhibitors of ROR gamma transcriptional activity; AID 2551, 2010; Potency, µM (series often up to 53.6 µM), inactives show top-dose activity change, negative = inhibition, most hits filed as inhibitors; hit rate 5.4% among 310,000; Drosophila S2 Gal4-RORgamma UAS-luciferase reporter, 20 h; further: potency means the concentration at half of the fitted maximal effect; on the % scale 0 is the no-effect control and ±100 the full control effect; nearly all actives have a fitted effect of over 60% in size
Target sequence (P51450 whole entry, looked up, the tested form may be a part): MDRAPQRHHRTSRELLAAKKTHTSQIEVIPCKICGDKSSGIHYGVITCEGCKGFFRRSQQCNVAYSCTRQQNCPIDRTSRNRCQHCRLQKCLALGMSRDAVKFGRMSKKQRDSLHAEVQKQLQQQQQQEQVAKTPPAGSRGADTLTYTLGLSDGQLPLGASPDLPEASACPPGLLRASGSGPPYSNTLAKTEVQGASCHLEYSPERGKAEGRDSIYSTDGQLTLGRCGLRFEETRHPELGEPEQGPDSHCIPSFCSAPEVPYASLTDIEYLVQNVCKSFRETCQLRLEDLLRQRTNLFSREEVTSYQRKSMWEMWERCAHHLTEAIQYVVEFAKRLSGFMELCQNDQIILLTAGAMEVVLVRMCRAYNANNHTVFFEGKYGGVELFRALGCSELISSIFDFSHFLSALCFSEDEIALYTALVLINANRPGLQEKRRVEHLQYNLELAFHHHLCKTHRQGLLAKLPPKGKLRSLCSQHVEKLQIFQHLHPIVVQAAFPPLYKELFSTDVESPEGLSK
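In this cell-based reporter format, copper sulfate (700 uM final) drives Gal4–ROR gamma fusion expression from a metallothionein promoter in Drosophila Schneider cells; compounds preincubated 1 hr, reporter read after 20 hr at ambient temperature.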
TRPV1 agonist – HTS Assay for Compounds that Act as Agonists of the Vanilloid Receptor 1; Transient receptor potential cation channel subfamily V member 1 (Homo sapiens), Q8NER1; TRPV1-expressing cells, Fluo-8 calcium influx, agonist mode; activation, % at 8.33 µM; hit rate 0.19% among 320,000; in the data active means activation above about 80%; inconclusive means between about 30% and that limit; further: 0% is about no effect
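Fluo-8 calcium influx in TRPV1-expressing cells, kinetic read (ex 480/em 520 nm). Compound added and read 3 min for agonist activity, followed by capsaicin at EC20 final and 2 min further read for enhancement.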
FLuc modulator – qHTS profiling assay for firefly luciferase inhibitor/activator using purifed enzyme and Km concentrations of substrates (counterscreen for miR-21 project); Luciferin 4-monooxygenase (Photinus pyralis), P08659; purified FLuc, Km substrates, luminescence inhibition; Potency, µM (titrated, usually from 57.5 µM), for the others: at the top dose activity change, negative = inhibition, most hits filed as inhibitors; hit rate 6.9% among 360,000; AID 588342, 2011;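 further: potency means the concentration at half of the fitted maximal effect; plate controls were vehicle for no effect and reference inhibitor for full effect; nearly all actives have a fitted effect of over 55% in size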
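Purified P. pyralis luciferase (10nM final) with 10uM D-luciferin and 10uM ATP (Km levels) in 50mM Tris acetate pH 7.5, 10mM Mg acetate, 0.01% Tween-20, 0.05% BSA; qHTS 6-point titration, ~60 µM downward; luminescence read.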
Rab9 prom act – qHTS Assay for Rab9 Promoter Activators | Huh7 Rab9 promoter-luciferase reporter, luminescence, 24 h | Potency, µM (doses to about 9.22 µM), without a hit: top-dose activation, negative = inhibition, most hits filed as activators | hit rate 2.8% among 320,000 | AID 485297, 2010; further: potency means the concentration at half of the fitted maximal effect; % of control where 0% means no effect; nearly all actives have a fitted effect of over 60% in size
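Luminescence from Amplite-detected luciferase (10 minutes, ambient) reports Rab9 promoter activation. Before that, stable Rab9-luciferase Huh7 cells (1500/well, reduced-serum OP-MEM I plus 10% FBS) were exposed to compound for 24 hours at 37C.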
ELG1 DNA repair – qHTS screen for small molecules that inhibit ELG1-dependent DNA repair in human embryonic kidney (HEK293T) cells expressing luciferase-tagged ELG1; HEK293T ELG1-luciferase reporter, luminescence, 16 h; DNA damage induced by 5-fluorouridine; Potency, µM (doses to about 46.1 µM), inactives show top-dose activity change, negative = inhibition, actives largely listed as inhibitors; hit rate 2.3% among 330,000; further: potency means the concentration at half of the fitted maximal effect; on the % scale 0 is the no-effect control and ±100 the full control effect; nearly all actives have a fitted effect of over 55% in size
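Overnight (16 hr) co-exposure of 2,000 cells/well to 5-fluorouridine and compound at 37 °C preceded detection. Luciferase was quantified via ONE-Glo luminescence; loss of signal denotes inhibition.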
BRCA1 expr act – qHTS Assay to Identify Small Molecule Activators of BRCA1 Expression; MCF7-BRCA1-FFLuc reporter, luminescence, 48 h; response scale: scaled: vehicle 0%, 10 µM genistein 100%; Potency, µM (series often up to 46.1 µM), for the others: top-dose activation, most hits filed as activators; hit rate 1.1% among 380,000; further: potency means the concentration at half of the fitted maximal effect; nearly all actives have a fitted effect of over 80% in size; some results filed as inactive show a strong effect at the top dose
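Using MCF7 cells harboring a BRCA1 firefly luciferase reporter, plated 2 h before compound pinning, the screen measured luminescence after 48 h incubation. Responses were normalized to DMSO and 10 microM genistein, then fitted for concentration-effect.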
VP16 counter – VP16 counterscreen qHTS for inhibitors of ROR gamma transcriptional activity | Drosophila S2 Gal4-VP16 UAS-luciferase, luminescence, 20 h | Potency, µM (doses to about 53.6 µM), for inactives: at the top dose activity, negative = inhibition, actives largely listed as inhibitors | hit rate 3.5% among 310,000;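 further: Gal4-VP16 expression switched on by copper sulfate through the metallothionein promoter; potency means the concentration at half of the fitted maximal effect; on the % scale 0 is the no-effect control and ±100 the full control effect; nearly all actives have a fitted effect of over 50% in size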
ELG1 genotox – qHTS screen for small molecules that induce genotoxicity in human embryonic kidney (HEK293T) cells expressing luciferase-tagged ELG1 | HEK293T ELG1-luciferase reporter, luminescence, 16 h | Potency, µM (doses to about 46 µM), without a hit: at the highest dose activity change, positive = activation, actives largely listed as activators | hit rate 1.3% among 330,000 | AID 504466, 2011; further: potency means the concentration at half of the fitted maximal effect; % of control where 0% means no effect; nearly all actives have a fitted effect of over 60% in size
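Cells (2,000/well) expressing the ELG1-luciferase fusion are dosed by pin tool and kept 16 hr at 37 °C, 5% CO2. Signal comes from ONE-Glo luciferase reagent after 30 min at room temperature.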
* hit, by the source's call; ? = inconclusive; nt = no result given; & = joins results of further samples; [ ] = another dose, or the depositor's remark. Unless noted, the call rests on the fitted dose curve; in most records, active means well fitted curve in the direction sought with a large enough effect; inconclusive means small, poorly fitted or top-dose-only effect, or another doubt; inactive means no such curve, though single readings can be large; an effect the other way counts as inactive or inconclusive.

SMILES	NPC1 promoter act	Tb PFK inh	p53 reactivator	RORgamma inh	TRPV1 agonist	FLuc modulator	Rab9 prom act	ELG1 DNA repair	BRCA1 expr act	VP16 counter	ELG1 genotox
O=C(Nc1ccc(F)cc1)Nc1ccccc1F	2.5µM*	-13%	?	16%	?	7.6µM*	1.4µM*	?	?	13%	?
COc1ccc(/C(C)=N/NC(=O)CNC(=O)/C=C\c2ccco2)cc1	-19%	-13%	6%	12%	-1	-9%	-5%	-3%	-16%	-12%	2%
CC12COC3(C(=O)N4CCN(c5ccccn5)CC4)CC1CCC32C (centres undefined)	-2%	-2%	-3%	-10%	10	0%	-8%	?	8%	-4%	-7%
CCOC(=O)c1cn2nc(-c3ccc(OCC)cc3)cc2nc1C1CCN(C(=O)OC(C)(C)C)CC1	-2%	-4%	-1%	-8%	7	0%	-2%	0%	-5%	-9%	0%
C[C@]12C[C@H](O)[C@@H]3c4ccc(O)cc4CCC3[C@@H]1CCC2=O (some centres undefined)	-1%	-1%	-2%	-1%	-2	-1%	-2%	-7%	6%	4%	-1%
C=CCOC(=O)C1=C(C)NC(=O)NC1c1cc2c(cc1Br)OCO2 (centres undefined)	-1%	1%	-4%	-28%	-4	-1%	4%	12%	-12%	1%	3%
CCn1c(=O)c(C(=O)CN(C)Cc2cccc(OC)c2OC)c(N)n(Cc2ccccc2)c1=O	8%	3%	8%	-8%	1	1%	11%	?	-30%	-18%	-7%
Cc1c(CNCCc2ccc(Cl)cc2)c(C(=O)O)c(C)n1Cc1ccccc1	3%	3%	-6%	8%	2	0%	1%	16%	-23%	4%	-2%
Cc1ccc(S(=O)(=O)CC(=O)c2ccc([N+](=O)[O-])cc2)cc1	-4%	3%	2%	-12%	-2	6%	-1%	?	15%	3%	-4%
Cc1ccc(NC(=O)Cc2c[nH]c3ccccc23)cc1S(=O)(=O)N1CCCCCC1	-2%	3%	5%	?	4	-5%	0%	21µM*	-19%	-8%	-5%
CC(=O)Nc1ccc(NC(=S)Nc2ccc(F)cc2)cc1	-5%	-7%	22%	-26%	-1	-1%	14%	0%	9%	-2%	-4%
O=C(CCc1ccccc1)Nc1ccncc1	-4%	20%	-1%	27%	2	0%	-5%	-1%	12%	-13%	-6%
C/C(=C/C(=O)N1CCc2ccccc21)C(=O)O	-1%	-4%	4%	1%	-3	0%	-1%	?	0%	-3%	1%
CCN(CC)S(=O)(=O)c1cccc(-c2nnc(SCc3nnc(-c4cccs4)o3)n2N)c1	9%	2%	-15%	?	4	-6%	4%	21µM*	0%	-7%	-15%
C=C(C)C(O)COc1c2occc2c(OC)c2ccc(=O)oc12 (centres undefined)	nt	0%	1%	nt	nt	nt	nt	?	18%	nt	2%
CCOc1ccccc1NC(=O)Cn1ncc2ccc([N+](=O)[O-])cc21	5%	2%	-7%	-3%	0	-2%	-7%	?	-36%	11%	-3%
Cc1ccc(NC(=O)NNC(=O)c2cc3ccccc3cc2O)cc1C	1%	3%	6%	-18%	-1	-3%	8%	7%	8%	-2%	5%
O=C(CCNC(=O)c1ccco1)Nc1cccc(Br)c1	-1%	-3%	3%	24%	2	-6%	1%	3%	0%	-7%	2%
CN1CCc2nc3ccccc3c(C(=O)OCC(=O)N(CCC#N)c3ccccc3)c2C1	-4%	1%	-4%	-15%	1	0%	-3%	?	0%	-10%	-23%
Cc1cc(NC(=O)COc2ncnc3sc(C)c(C)c23)no1	-1%	-7%	-14%	-24%	-12	2%	-3%[1.84 µM]	5%	-10%	-2%	0%
CCOc1ccc(N2CC(C(=O)Nc3nnc(Cc4ccccc4)s3)CC2=O)cc1 (centres undefined)	1%	3%	-3%	0%	-2	-2%	2%	2%	3%	26%	-3%
COc1ccc(CCNC(=O)CCc2cn(C)c3ccccc23)c(OC)c1	0%	0%	-5%	-12%	1	4%	11%	-7%	-48%	-4%	-4%
COc1cccc(CNC(=O)c2ccc(CS(=O)(=O)Cc3ccccc3C)o2)c1	0%	-11%	-4%	2%	6	-2%	-2%	-3%	-22%	-16%	-1%[9.26 µM]
O=C(CN(c1ccc([N+](=O)[O-])cc1)S(=O)(=O)c1ccccc1)N1CCCCC1	2%	-1%	3%	-6%	23	1%	-2%	18%	-16%	8%	5%
CC1(C)CC(=O)C=C(Nc2ccc(F)cc2)C1	-3%	0%	3%	?	0	-14%	-14%	1%	2%	0%	2%
COc1cc(C(=O)N(CCc2ccccc2)C2CC3CCC(C2)N3C)cc(OC)c1OC (centres undefined)	1%	22%	-13%	-1%	-1	1%[2.3 µM]	-2%	1%	-3%	-5%	1%
COCc1cc(C)nc(SCc2ccc([N+](=O)[O-])cc2)c1C#N	4%	-3%	?	-17%	4	-10%	-5%	-25%	-6%	-15%	-6%
CCOC(=O)c1ccc(-c2ccc(C3Nc4ccccc4C(=O)N3O)o2)cc1 (centres undefined)	13%	0%	23%	11µM*	2	?	19%	?	11%	?	?
O=C(Nc1cccc(Cl)c1N1CCOCC1)c1ccc([N+](=O)[O-])o1	-5%	-22%	10%	-8%	-2	3%	-3%	13%	-5%	-4%	0%
COc1ccc(CCCC(=O)NCc2ccccc2)cc1C	-12%	0%	-7%	6%	?	-13%	9%	-2%	-70%	8%	1%
CC(C)[C@H](NC(=O)c1ccccc1)C(=O)OCC(=O)NCc1ccc2c(c1)OCO2	nt	0%	-8%	nt	nt	nt	nt	-6%	8%	nt	2%
CCc1c(O)nc(SCC(=O)Nc2ccc(C)cc2)n(C2CCCCC2)c1=O	nt	nt	nt	8%	6	-11%	nt	nt	20%	-10%	nt
C/C(=C\C(=O)C(F)(F)F)Nc1ccc(C)cc1	-2%	-11%	-6%	-26%	2	-19%	-2%	-18%	29%	-5%	-2%
C[C@H](CO)N1C[C@H](C)[C@@H](CN(C)S(C)(=O)=O)Oc2ccc(NC(=O)C3CCCCC3)cc2C1=O	nt	1%	-5%	nt	nt	nt	nt	12%	-6%	nt	5%
Cc1cc(S(=O)(=O)N2CCCCCC2)c(Cl)cc1Cl	1%	-3%	2%	6%	11	-1%	-14%	9%	1%	17%	-5%
O=C(COC(=O)Cc1ccc(Cl)cc1)Nc1ccccc1F	0%	-6%	-1%	-5%	17	-7%	13%	3%	4%	0%	2%
Cc1cccc(NS(=O)(=O)c2ccc(NC(=O)N3CCCCC3)cc2)c1	-13%	-3%	9%	?	4	3%	-22%	1%	-41%	?	4%
COc1ccc(NC(=O)C(=O)NCC(c2ccco2)N2CCc3ccccc3C2)cc1OC (centres undefined)	-2%	2%	-4%	nt	5	4%	3%	-14%	-23%	nt	-3%
COc1ccc(O)c(C(=O)c2coc(=N)c(C(=O)Nc3ccc(SC(F)F)cc3)c2)c1	-5%	-8%	6%	-19%	5	?	-9%	16µM*	-42%	?	-10%
O=C(CN1C(=O)CCSc2ccc(S(=O)(=O)N3CCCC3)cc21)Nc1ccccc1Cl	-3%	0%	-21%	-4%	6	1%&-3%	2%	1%	0%	-7%	0%
Cc1cccnc1NC(=O)c1nn(C)c2c1CS(=O)(=O)c1ccccc1-2	-2%	-8%	1%	-4%	2	3%	0%	?	3%	2%	0%
O=C(Nc1c(F)c(F)c(F)c(F)c1F)NC1CCCCC1	1%	0%	1%	23%	7	-3%	1%	-11%	-3%	-10%	-1%
O=C(NCc1cccnc1)Nc1cccc(NC(=O)NCc2cccnc2)c1F	1%	1%	0%	3%	0	?	3%	10%	2%	-8%	-1%
CC(C)CNC(=O)c1cccc(NC(=O)Cc2ccc(Cl)cc2)c1	-2%	0%	-4%	40%	5	-3%	-2%	?	-7%	-11%	-2%
O=C(CCNC(=O)Cn1ccc2ccccc2c1=O)NCCc1ccccc1Cl	1%	-3%	2%	-9%	-4	1%	10%	-25%	5%	?	3%

Screening data: PubChem BioAssay, National Center for Advancing Translational Sciences (NCATS)
